From PubChem
MPTP inh: mitochondrial permeability transition pore inhibitors, primary screen, biochemical, isolated mouse mitochondria, absorbance. Ca2+ swelling absorbance, 30 min. inhibition, % at 10 µM. 1.4% of 360,000 active. AID 602449, 2012;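 active means inhibition of 50% or more, scaled per plate between neutral and stimulator controls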;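 further: 0% = DMSO wells given calcium and 100% = 1 mM EGTA wells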
ATG4B inhibitor: ATG4B protease inhibitors, primary screen, biochemical, fluorescence, uHTS; inhibition, % at 8.33 µM; 0.51% of 340,000 active; ATG4B cleavage of LC3-PLA2, NBD-HPC fluorescence, 1 h; in the data active means inhibition above about 40%
Target sequence (Q9Y4P1 whole entry, looked up): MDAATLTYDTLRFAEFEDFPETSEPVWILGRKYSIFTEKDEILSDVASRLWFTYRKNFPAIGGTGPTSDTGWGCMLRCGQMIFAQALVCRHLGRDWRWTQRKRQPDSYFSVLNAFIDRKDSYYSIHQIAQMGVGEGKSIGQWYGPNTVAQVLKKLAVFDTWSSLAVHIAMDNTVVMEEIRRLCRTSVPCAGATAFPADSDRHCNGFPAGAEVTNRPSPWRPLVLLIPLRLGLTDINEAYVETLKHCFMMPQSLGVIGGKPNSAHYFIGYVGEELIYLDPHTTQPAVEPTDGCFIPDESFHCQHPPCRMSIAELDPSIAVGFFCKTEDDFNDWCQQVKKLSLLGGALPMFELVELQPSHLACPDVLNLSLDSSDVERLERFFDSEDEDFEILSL
mIAP act: activators of mouse IAP, primary screen, biochemical, luminescence, uHTS | muIAP, CDP-Star luminescence, 30 min; hits give high values; 1 = vehicle-only enzyme signal, 0 = enzyme-free wells | intestinal alkaline phosphatase [Mus musculus] | activation factor at 10 µM | 0.24% of 330,000 active;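 active means activation factor of at least 2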; further: the source names both 10 and 20 µM as test concentration; values of inactives mirror those of a sister screen read the other way
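also added = chemiluminescent substrate CDP-Star | test system = mouse IAP enzyme | signal = chemiluminescence readout | compound = DMSO-dissolved test compounds | incubation = 30 min at room temperature | benchmarks = DMSO wells, no-enzyme wells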
APOBEC3G inh: APOBEC3G DNA deaminase inhibitors, primary screen, biochemical, fluorescence, single-stranded DNA substrate, uHTS. inhibition, % at 20 µM. AID 493012, 2011. DNA dC->dU-editing enzyme APOBEC-3G (Homo sapiens), Q9HC16. 0.28% of 330,000 active. recombinant A3G, ssDNA deamination FAM/TAMRA fluorescence;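 active means inhibition of at least 40% at 20 µM, with no more than 30% in the related APOBEC3A deaminase screen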;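 further: plate controls were DMSO wells with A3G for no effect and wells lacking A3G enzyme for full effect; some compounds called inactive have numbers as strong as hits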
Target sequence (Q9HC16 whole entry, looked up): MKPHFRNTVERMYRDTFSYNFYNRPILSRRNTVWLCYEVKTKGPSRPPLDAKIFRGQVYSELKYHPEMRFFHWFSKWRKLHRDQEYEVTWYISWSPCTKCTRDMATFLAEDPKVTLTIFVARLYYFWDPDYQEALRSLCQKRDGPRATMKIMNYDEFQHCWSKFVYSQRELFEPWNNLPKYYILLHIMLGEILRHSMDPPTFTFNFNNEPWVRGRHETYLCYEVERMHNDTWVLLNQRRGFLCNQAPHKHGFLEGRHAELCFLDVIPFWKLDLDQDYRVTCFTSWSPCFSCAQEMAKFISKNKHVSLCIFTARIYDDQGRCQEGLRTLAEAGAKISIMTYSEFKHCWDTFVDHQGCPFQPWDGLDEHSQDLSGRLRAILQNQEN
hIAP activ: human IAP activators, primary screen, biochemical, luminescence, uHTS. AID 2524, 2010. activation factor at 10 µM. 0.16% of 330,000 active. Intestinal-type alkaline phosphatase (Homo sapiens), P09923. purified human IAP, CDP-Star luminescence, 30 min; hits give high values; 1 = vehicle-only enzyme, 0 = enzyme-free background;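 active means activation factor of the enzyme at least 2-fold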; further: the source names both 10 and 20 µM as test concentration; values of inactives mirror those of a sister screen read the other way
mIAP inh: inhibitors of mouse IAP, primary screen, biochemical, luminescence, uHTS. intestinal alkaline phosphatase [Mus musculus]. purified mouse IAP, CDP-Star luminescence, 30 min. inhibition, % at 10 µM. 0.2% of 330,000 active. AID 2806, 2010;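 active means inhibition of at least 40% at 10 µM in the primary screen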;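 further: plate controls were DMSO with enzyme for no effect and no enzyme wells for full effect; values of inactives mirror those of a sister screen read the other way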
hIAP block: human IAP inhibitors, primary screen, biochemical, luminescence, uHTS. AID 2544, 2010. 0.12% of 330,000 active. purified IAP, CDP-Star luminescence, 30 min. Intestinal-type alkaline phosphatase (Homo sapiens), P09923. inhibition, % at 10 µM;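 active means inhibition reaching a set limit with compound at 10 µM in the primary screen, cut at about 35% in these data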;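 further: plate controls were DMSO wells with enzyme for no effect and no-enzyme buffer wells for full effect; values of inactives mirror those of a sister screen read the other way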
MIN6 prolif: inducers of MIN6 beta-cell proliferation, primary screen, ATP luminescence, uHTS | 0.29% of 330,000 active | MIN6 cells proliferation, ATPlite luminescence, 48 h; cells starved in 0.2% serum; 100% = growth in 10% serum | proliferation, % at 10 µM;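 active means compounds whose signal lies at least 3.5 SD above the mean of all wells on their plate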;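 further: 0% = DMSO-treated cells in low-serum medium and 100% = 10% serum control; some compounds called inactive have numbers as strong as hits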
A3A deaminase: APOBEC3A ssDNA deaminase inhibitors, primary screen, selectivity assay for APOBEC3G inhibitor project, biochemical, FAM/TAMRA oligo cleavage fluorescence. DNA dC->dU-editing enzyme APOBEC-3A (Homo sapiens), P31941. recombinant A3A, FAM/TAMRA ssDNA deamination fluorescence. inhibition, % at 20 µM. 0.41% of 330,000 active. AID 493011, 2011;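 active means at least 40% inhibition at 20 µM here, with at most 30% in a related deaminase screen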;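 further: plate controls were A3A with DMSO for no effect and wells lacking A3A enzyme for full effect; some results filed as inactive read as strong as hits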
Target sequence (P31941 whole entry, looked up): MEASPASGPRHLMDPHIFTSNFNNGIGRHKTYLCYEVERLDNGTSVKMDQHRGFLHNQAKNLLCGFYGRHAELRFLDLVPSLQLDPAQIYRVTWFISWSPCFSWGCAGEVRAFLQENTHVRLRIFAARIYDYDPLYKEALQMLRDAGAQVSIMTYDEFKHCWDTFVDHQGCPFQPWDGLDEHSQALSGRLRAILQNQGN
* = called active by the depositor; / = no result given.

SMILES	MPTP inh	ATG4B inhibitor	mIAP act	APOBEC3G inh	hIAP activ	mIAP inh	hIAP block	MIN6 prolif	A3A deaminase
O=C(N/N=C/c1cccnc1)c1ccccc1NS(=O)(=O)c1cccs1	-1.1	-3	0.91	-5	0.92	9	8	0	7
CC(=O)c1sc(N/N=C2\CC3CCC2(C)C3(C)C)nc1C (configuration not stated)	-0.3	-4	0.92	-7	1	8	-2	-2	-3
CN(c1ccccc1)c1nc(N)c([N+](=O)[O-])c(Nc2ccccc2F)n1	1.8	-3	1	11	0.66	0	34	-4	2
O=C(CSc1nnc(-c2ccco2)c(-c2ccco2)n1)c1ccccc1	-0.4	15	0.5	67	1.2	50*	-19	-3	84
O=S(=O)(Nn1cnnc1)c1ccccc1	0.3	-4	1	-4	1	0	-4	0	-1
COc1ccccc1N1CCN(CC(O)COc2ccc3c(c2)OCO3)CC1 (configuration not stated)	-0.8	-12	1	-7	0.79	-1	21	1	2
Cc1cc(=O)oc2c(CN3CCN(C)CC3)c(O)c(Cl)cc12	0.5	-12	1	-4	1.1	0	-8	-1	-18
O=C(NC1CCCC1)c1cccc(S(=O)(=O)Nc2ccccc2F)c1	1.6	6	0.87	-1	1.1	13	-12	1	-2
Cc1ccc(NC(=O)c2ccc(NS(=O)(=O)/C=C/c3ccccc3)cc2)nc1	0.7	-8	0.92	-10	1.2	8	-16	0	0
Cc1ccc(S(=O)(=O)N2CCC(C(=O)OCCOc3ccccc3)CC2)cc1C	-0.9	-5	0.96	-10	1	4	-4	-2	-4
NC(=O)CC(NC(=O)Cc1cccc2ccccc12)c1ccc(NCCc2cccc(F)c2)c([N+](=O)[O-])c1 (configuration not stated)	-0.9	-6	0.87	-9	0.83	13	17	-7	-5
O=C(NCCCCc1ccccc1)c1cccc(Br)c1	0.8	-4	0.95	-3	1	5	-1	-1	6
CC(=O)c1c(C)[nH]c(C(=O)OCC(=O)N2CCc3ccccc32)c1C	-1.6	-9	1	-6	1.2	-5	-25	-3	-2
Nc1nonc1-n1nnc(C(=O)N/N=C/c2ccccn2)c1-c1ccccc1	-3.4	-4	0.88	-6	1.5	12	-51	-4	-3
COC(C/C=C\C(=O)[C@H](C)OCc1ccccc1)OC	-0.8	-3	0.9	-2	1	10	0	3	-2
COCCOC(=O)c1c(C)oc2ccc(NS(=O)(=O)c3ccc(F)cc3)cc12	8.0	-12	1.2	-5	1.1	-17	-12	1	-7
COc1ccc(C(=O)COC(=O)c2cccc(-n3cnnn3)c2)c(OC)c1	0.0	-1	1	0	1	-1	-4	1	2
CCN(CCCNC(=O)CCNC(=O)Cn1cnc2ccccc2c1=O)c1ccccc1	-2.7	-9	1.1	-2	0.93	-11	8	0	-3
N#Cc1cc([N+](=O)[O-])ccc1NC(=O)CSc1n[nH]c(=O)[nH]c1=O	0.9	0	0.97	-2	1.3	3	-27	-3	0
CCCC(CCC)n1[nH]c(=O)c2c(C)cc(C)nc21	-1.5	6	0.9	-2	0.81	10	19	-1	-1
C=CCn1c(CNC(=O)c2ccco2)nnc1SCC(=O)c1ccc(OC)cc1	-0.8	-12	0.99	-5	0.87	1	13	0	4
CCCN(CCC)C(=O)c1cc([N+](=O)[O-])cc2c1-c1ccc([N+](=O)[O-])cc1C2=C(C#N)C#N	/	-4	1	-1	0.95	-1	5	-4	4
COc1ccc(C)cc1N(C(=O)c1ccccc1F)c1nc2ccccc2s1	-0.1	1	1	-6	0.93	-3	7	-6	-1
CCn1c(=O)c(C(=O)NCCc2ccc(Cl)cc2)c(O)c2ccccc21	1.0	-4	0.94	-4	0.77	6	24	1	1
CC(=O)Nc1ccc(-n2cnnn2)cc1	0.4	-9	1	-4	1	0	-5	-3	-3
CCCCOC(=O)c1ccc(NC(=O)COC(=O)CN2C(=O)NC3(CCCC3)C2=O)cc1	0.8	-6	0.95	-11	1.4	4	-42	-2	0
CC(C)(C)NC(=O)C[C@H]1C[C@H](C(=O)N2CCOCC2)[C@@]2(C)c3[nH]c4cc(-c5ccco5)ccc4c3CCN2C1=O	1.5	-7	1.1	2	/	-13	/	/	1
COc1cc(C(=O)Nc2cc(-c3cn4cccnc4n3)ccc2C)cc(OC)c1OC	-0.7	7	1.1	-8	0.92	-8	8	1	3
Cc1ccc(SCc2noc(C(=O)NCC3CCCO3)c2C(=O)O)cc1C (configuration not stated)	0.0	0	1.1	-6	1.2	-8	-22	-5	-3
O=[N+]([O-])c1cccc(N=Cc2sc3ccccc3c2O)c1	/	/	1	-4	0.95	0	5	-3	-5
CCC(=O)NC(c1cc(Cl)c2ccccc2c1O)C1CC1 (configuration not stated)	2.3	-9	1	-3	0.89	0	11	-3	-1
Nc1[nH]n(-c2ccccc2)c(=O)c1N=Nc1ccc2c(c1)OCO2	3.2	-10	0.85	0	0.69	14	32	-2	3
COc1cc(CNc2ccc(N3CCOCC3)cc2)ccc1OCC(=O)NC(C)(C)C	0.0	-3	0.9	-6	1	10	-1	-1	-2
COc1cc2c(cc1OC)CN(C(=O)CSc1ccccc1C)CC2	0.4	4	1	3	1	0	-2	-2	-2
CCOC(=O)c1cc(C(=O)OCC)c(=O)[nH]c1SCc1ccccc1	3.3	5	0.97	-3	0.93	3	7	5	-4
S=c1[nH]nc(COc2ccccc2)n1/N=C/c1ccc(Cl)cc1	1.8	10	0.89	-2	0.96	12	4	-2	-4
CC(=O)N1CCc2cc(S(=O)(=O)NC3CCCCC3)ccc21	-0.5	-11	1	-12	0.91	-3	9	-2	-1
CCS(=O)(=O)N1CCC(C(=O)NCCCN2CCN(c3ccccc3F)CC2)CC1	-0.2	-9	1.1	2	0.93	-7	7	-2	-3
CC1(C)CC(=O)C2=C(C1)Oc1ncn(CCCO)c(=N)c1C2c1ccccc1 (configuration not stated)	0.9	-12	1.1	3	0.91	-8	9	-2	3
CCOC(=O)C1=C(C)N=C2SCCC(=O)N2C1c1ccc(C(=O)OC)cc1 (configuration not stated)	0.8	-6	1	-6	0.9	-1	10	-1	-5
CC(C)Cc1nnc(NC(=O)CN2C(=O)NC3(CCCCC3)C2=O)s1	0.2	-3	0.92	-8	1.1	8	-6	3	0
O=C1N[C@@H](Cc2ccccc2)C(=O)N2[C@H]1C[C@]1([C@]34C[C@H]5C(=O)N[C@@H](Cc6ccccc6)C(=O)N5[C@H]3N(S(=O)(=O)c3ccccc3)c3ccccc34)c3ccccc3N(S(=O)(=O)c3ccccc3)[C@H]21	4.7	-5	0.99	6	0.95	0	5	-2	0
CC(Sc1nccn1C)C(=O)Nc1ccc(Cl)cn1 (configuration not stated)	-1.0	-1	0.99	-10	1.1	1	-7	-2	-4
O=C(Nc1nccs1)c1ccc(-c2ccc(F)c(Cl)c2)o1	0.3	-7	0.96	-3	1.2	4	-21	-6	-3
O=C(O)Cn1c(SCCOc2ccc(Cl)cc2)nc2ccccc21	-0.5	-3	1	-5	0.78	0	22	0	-1

Pulled one by one from the list above, 2 records:
SMILES	MPTP inh	ATG4B inhibitor	mIAP act	APOBEC3G inh	hIAP activ	mIAP inh	hIAP block	MIN6 prolif	A3A deaminase
C=CCn1c(CNC(=O)c2ccco2)nnc1SCC(=O)c1ccc(OC)cc1	-0.8	-12	0.99	-5	0.87	1	13	0	4
CC(C)(C)NC(=O)C[C@H]1C[C@H](C(=O)N2CCOCC2)[C@@]2(C)c3[nH]c4cc(-c5ccco5)ccc4c3CCN2C1=O	1.5	-7	1.1	2	/	-13	/	/	1

More entries
SMILES	MPTP inh	ATG4B inhibitor	mIAP act	APOBEC3G inh	hIAP activ	mIAP inh	hIAP block	MIN6 prolif	A3A deaminase
Cc1ccc2nc(-c3ccccc3)cc(C(=O)O)c2c1	1.2	-10	0.87	-4	0.74	13	26	0	-1
CC(C)Oc1ccc(OCCn2c(=S)[nH]c3c(N)ncnc32)cc1	-0.8	-2	0.94	20	1.1	6	-12	-4	3
COC(=O)c1cc(S(=O)(=O)NCc2cccc(Br)c2)c[nH]1	-1.9	3	0.94	-6	0.92	6	8	-2	-3
CCN(Cc1ccncc1)C(=O)c1cccc(S(=O)(=O)N2CCCCC2)c1	1.6	-6	1	0	1.1	-3	-11	0	4
C/C=C/C(=O)OCC(=O)Nc1cccc(S(=O)(=O)NC2=NCCCCC2)c1	4.5	-25	1.1	-14	1.2	-10	-16	-3	1
CCN1C(=O)[C@H]2[C@@H](c3ccc(OC)cc3)N3C(=O)CN(CCOC)C(=O)[C@@]3(C)[C@H]2C1=O	-2.0	1	0.9	-6	0.99	10	1	-3	0
COC(=O)CNC(=O)CCc1nnc(C2(c3ccc(Cl)cc3)CCC2)o1	1.1	-8	1	-8	0.96	-2	4	-2	-1
Cc1ccc(-n2c(Cc3cccn3C)nnc2SCC(=O)Nc2nnc(C)s2)cc1	-2.0	2	0.98	-7	1	2	-3	-1	-10
COC(=O)CN1CC(=O)N(c2ccccc2)C1=S	-0.3	4	1	-10	1	-4	-4	0	4
COc1ccc(Nc2cc(Cl)nc(N)n2)cc1	-0.1	3	1	-4	0.95	-3	5	2	-1
COc1ccc([C@@H]2CC=C(C(=O)O)[C@H](c3ccc(F)cc3)N2S(=O)(=O)c2ccccc2C)cc1	-1.5	-7	1	-8	1.1	-2	-14	-2	0
CCOC(=O)c1c(NC(=O)CCN2CCOCC2)sc2c1CC(C)(C)OC2	1.5	-1	1.1	-3	0.82	-6	18	-4	2
NC(=S)NNC(=O)Nc1cccc(Cl)c1	0.2	30	1.1	-9	1	-6	-1	-1	-8
COC(=O)[C@@]1(Cc2ccccc2)[C@H]2C(=O)N(Cc3ccccc3)C(=O)[C@H]2[C@H]2CN=C(SCc3ccc(C)cc3)N21	0.6	11	0.96	2	/	4	/	/	2
CCOc1ccc(/C=N/n2c(-c3ccccc3)n[nH]c2=S)cc1	-0.2	5	0.79	11	1.4	21	-36	-6	28
CC1CN=C(N(C(=O)Nc2ccccc2)C(C)C)S1 (configuration not stated)	-1.3	16	1.1	-2	1	-8	0	1	-3
Cc1ccc(SCc2ccc(C(=O)NCc3ccncc3)cc2)cc1	8.2	19	0.97	-4	1.3	3	-30	0	-2
CCOC(=O)C1(Cc2cccc(OC)c2)CCCN(C(=O)c2ccc(OC)o2)C1 (configuration not stated)	-0.8	-1	0.96	-5	0.99	4	1	-2	-4
O=C(CSCC(=O)NC1CC1)Nc1ccccc1	-0.2	1	0.97	-6	1.1	3	-13	-1	-3
O=C(NCc1ccc(F)cc1)c1ccc(N2CCOCC2)c([N+](=O)[O-])c1	-0.3	-8	0.92	-6	0.89	8	11	-2	-1
O=C(N/N=C/c1ccc(-c2cccc(C(F)(F)F)c2)o1)c1cccc(F)c1	13	8	0.99	-3	1.2	1	-25	-4	6
Cc1ccc(C(=O)CSc2nnc(COc3cccc4cccnc34)o2)cc1	1.8	-30	1	-5	1	0	-1	-1	4
O=C(NN=Cc1cccc([N+](=O)[O-])c1)c1cc(-c2cccnc2)nc2ccccc12	-0.5	5	1.1	-7	0.98	-5	2	2	-4
O=C(NCCc1ccncc1)c1ccccc1F	0.4	-1	0.92	-6	0.88	8	12	1	-2
Cc1nc(C)c2c(c1C(F)(F)F)-c1ccccc1C2(F)F	-0.4	-7	0.89	12	0.95	12	5	-1	2
